human PMI inhibition – MPI enzyme activity inhibition – biochemical, fluorescence intensity, coupled assay, primary screen (AID 1209) | 190,000 tested, 0.42% active | purified PMI enzyme, coupled fluorescence intensity; higher % means a stronger effect | one-dose inhibition, % at 20 µM; IC50 in µM for titrated hits;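 further: plate controls were DMSO vehicle for no effect and wells lacking substrate for full effect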
Salmonella PhoP GFP – inhibitors of PhoP regulon expression, primary screen, Salmonella Typhimurium, GFP reporter (AID 1863); 300,000 tested, 0.16% active; S. Typhimurium PhoP-regulated promoter GFP reporter, 4 h; higher % means a stronger effect; inhibition, % at 50 µM, or IC50 in µM where a hit was titrated;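 active means inhibition over 29.93%, a cutoff 3 SD above the screen mean, later confirmed by dose response; inconclusive means inhibition over 29.93% but no dose response follow-up; inactive means inhibition at most 29.93% or unconfirmed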;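 further: 0% = low Mg2+ inducing control and 100% = high Mg2+ repressing control; strong numbers were not always called active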
TNAP activators – stimulation of alkaline phosphatase TNAP activity – biochemical, luminescent, no phosphate acceptor, uHTS, primary screen (AID 1001). purified TNAP, luminescent activation assay, no phosphate acceptor; higher activation fold means a stronger effect. activation fold at 20 µM; hits with a dose series show EC50 in µM. 200,000 tested, 0.03% active; in the data active means activation fold from about 3, or a potency from the dose series; inactive means the rest, 99 in 100 with activation fold below about 1.6; further: many of its hits are not listed in these tables
Ins promoter up – MIN6 insulin promoter up-regulation | MIN6 insulin promoter-GFP reporter, high-content imaging; hits give high values | z-score at 5 µM | 190,000 tested, 0.3% active;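 active means z-score above 3 at 5 µM with at least 500 cells counted in the well; inconclusive means wells under 500 cells, flagged as cytotoxic or low count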
West Nile virus CPE – West Nile virus antiviral activity, cell-based, CPE readout (AID 1621). West Nile virus-infected cells, CPE inhibition; higher % means a stronger effect. CPE inhibition, % at 10 µM; hits with a dose series show IC50 in µM. 290,000 tested, 0.02% active; in the data active means a potency from the dose series; inconclusive means CPE inhibition mostly from about 3.7% at the one dose, without a potency; inactive means the rest, 99 in 100 with CPE inhibition below about 2.2%; further: strong numbers were not always called active
SV40 large T antigen – TAg ATPase/helicase activity blockers – biochemical (AID 1903) | SV40 large T antigen ATPase/helicase inhibition assay; higher % means a stronger effect | inhibition, % at 20 µM, or IC50 in µM where a hit was titrated | 310,000 tested, 0.39% active; in the data active means a potency from the dose series; inconclusive means inhibition mostly from about 32% at the one dose, without a potency; inactive means the rest, 99 in 100 with inhibition below about 32%; further: strong numbers were not always called active
RSV antiviral HEp-2 – inhibition of RSV-induced cytopathic effect – HEp-2 cells, primary 10 µM value included (AID 2391); 310,000 tested, 0.13% active; HEp-2 cells, RSV-induced CPE inhibition; higher % means a stronger effect; CPE inhibition, % at 10 µM; hits with a dose series show IC50 in µM; in the data active means a potency from the dose series; inconclusive means CPE inhibition mostly from about 23% at the one dose, without a potency; inactive means the rest, 99 in 100 with CPE inhibition below about 21%; further: strong numbers were not always called active
ER stress rescue – protection against thapsigargin-triggered cell killing – 384-well, CSM14.1, ATP luminescence, primary screen (AID 1222); CSM14.1 thapsigargin-induced death rescue, ATP luminescence; higher % means a stronger effect; cellular ATP content (survival), % at 20 µM; hits with a dose series show EC50 in µM; 190,000 tested, under 10 active;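 active means EC50 below 50 µM in the dose-response confirmation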;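 further: death triggered by thapsigargin at about 15 µM added after 2 h compound pretreatment; cell ATP read after overnight thapsigargin exposure of roughly 18 to 22 hours; normalized against plate controls of thapsigargin alone and 5% DMSO vehicle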
PMI inhibition – human PMI inhibitors, high substrate, primary screen, biochemical, fluorescence intensity, high mannose 6-phosphate (AID 1220); recombinant PMI enzyme, coupled fluorescence intensity; higher % means a stronger effect; inhibition, % at 20 µM, or IC50 in µM where a hit was titrated; 190,000 tested, 0.66% active
Ins promoter up cell count – second read-out of Ins promoter up, no call of its own (marks repeat the call); cell count; measured here: cytotoxicity, nuclei count;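 total cells summed across four imaged fields per well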
Starred values were filed as active, the others as inactive; u = inconclusive; x = not tested or not shown. Unless noted, no stated cut-off is given here; in the data, active means inhibition above about 50%; inactive means the rest.

SMILES | human PMI inhibition | Salmonella PhoP GFP | TNAP activators | Ins promoter up | Ins promoter up cell count | West Nile virus CPE | SV40 large T antigen | RSV antiviral HEp-2 | ER stress rescue | PMI inhibition
COc1ccc(C(=O)CSc2nnc(CC(=O)Nc3ccccc3OC)n2C)cc1 | -7.4% | 0.7% | 1.1 | -0.8 | 1302 | 0.3% | 4.6% | 2.3% | 0.3% | -4.5%
C=C(C)CNC(=S)N/N=C(\C)c1cccc(NC(C)=O)c1 | -5.4% | 5.0% | 1.1 | -0.31 | 981 | 0.0% | -2.0% | x | -0.5% | -4.3%
CC(=O)C(/C=N/c1ncc(C(F)(F)F)cc1Cl)=C(\C)O | -16.7% | -2.6% | 1.1 | -0.14 | 1220 | -0.2% | 8.1% | 4.0% | x | -7.6%
CCC(C)C(=O)Nc1nnc(SCC(=O)NC2CCCC2)s1 (centres undefined) | x | -8.8% | x | x | x | -0.2% | 4.0% | 0.5% | x | x
O=C(O)c1ccc2c(c1)C(=O)N(Cc1ccco1)C2=O | x | 3.1% | x | x | x | 0.0% | -0.9% | -0.4% | x | x
Cc1ccc(C)c(NC(=S)N(CCc2ccncc2)C(C)C)c1 | 7.8% | -5.4% | 1 | -0.33 | 1096 | -0.3% | -3.1% | -0.3% | -6.2% | 0.6%
COc1ccc(CNC(=O)N2CCc3ccccc3C2)cc1 | x | -2.9% | x | x | x | -0.5% | 9.0% | 1.5% | x | x
Cc1ccc(-c2nn(C(C)(C)C)c3ncnc(N)c23)cc1 | -5.5% | 12.7% | 0.9 | x | x | u | 4.3% | 26.4% | 8.4% | -2.8%
Cc1c(O)ccc(-c2n[nH]c(C(=O)O)c2-c2nc3ccccc3s2)c1O | x | -3.2% | x | 0.09 | 1041 | -0.4% | 30.9% | -0.5% | x | x
COc1ccccc1-c1sc2ccccc2c1-c1ccc2c(c1)OCO2 | x | 15.2% | x | x | x | 0.5% | 7.3% | -0.3% | x | x
CCC(C(=O)NC1CCCCC1)N(Cc1cccs1)C(=O)CCC(=O)Nc1cc(C)on1 (centres undefined) | x | -3.9% | x | x | x | -1.0% | 1.4% | 4.8% | x | x
COC(=O)CN1C(=O)COc2ccc(Cl)cc21 | 6.1% | 15.1% | 1.1 | 2.4 | 1384 | -0.1% | 7.1% | -0.5% | -4.0% | 7.5%
CCOc1ccccc1NCc1nnc(-c2ccccc2)o1 | x | -6.4% | x | x | x | -0.7% | 7.7% | 3.4% | x | x
O=C(NCc1ccco1)C1CCN(c2nc3ccccc3n2Cc2ccccc2F)CC1 | 7.0% | 6.7% | 1 | 1.43 | 888 | 0.2% | 5.2% | 0.4% | 3.1% | 25.8%
O=C(NC(=S)Nc1nc2ccccc2s1)c1cccs1 | 22.1% | -10.3% | 1 | 0.25 | 1192 | 0.4% | 11.1% | 11.1% | -4.8% | 11.8%
Cc1ccccc1Nc1nc(-c2ccccc2)c(C(=O)Nc2cccnc2)s1 | 9.4% | 20.7% | 1.1 | -0.52 | 1592 | -0.9% | 8.7% | 4.6% | 1.6% | 8.8%
Cn1c(SCc2nc(-c3ccccc3)no2)nnc1-c1ccco1 | 14.6% | 5.5% | 1 | 0.05 | 1635 | -0.1% | 2.6% | 2.6% | -1.0% | 11.6%
Cc1cc(C)c2nc(NC(=O)C3CCCO3)sc2c1 (centres undefined) | 1.8% | 4.4% | 1.1 | -0.18 | 981 | 0.4% | 6.0% | 4.2% | -1.3% | 1.8%
Cc1ccc([N+](=O)[O-])c(OCCN2CCNCC2)c1 | 3.8% | 6.3% | 1.1 | -0.04 | 1481 | 0.4% | 3.5% | 0.8% | 0.0% | -1.0%
COc1c2ccoc2nc2c(OC)cccc12 | 11.4% | 2.2% | 1.1 | x | x | 0.3% | 12.7% | 6.3% | -0.5% | 7.7%
Cc1ccc2c(c1)NC(=O)C(CC(=O)NCc1cccnc1)O2 (centres undefined) | -20.8% | -0.7% | 0.9 | 0.01 | 863 | 0.0% | -2.1% | 0.2% | -1.1% | -3.5%
COc1cccc(NC(=O)Nc2nnc(N3C(C)CCCC3C)s2)c1 (centres undefined) | x | -6.3% | x | -0.43 | 1069 | 1.0% | 7.8% | 49.0% | x | x
Cc1nn(C)c(C)c1NC(=O)Nc1cccc(C(F)(F)F)c1 | 2.9% | 6.1% | 1.1 | 0.98 | 1513 | -0.2% | 4.7% | x | -0.6% | -3.4%
C/C(=N\NC(=O)c1cccc([N+](=O)[O-])c1)c1cccc(NC(=O)C2CC2)c1 | -4.1% | -3.9% | 1 | -0.12 | 1455 | -0.7% | 26.1% | 0.4% | -0.4% | 0.9%
COC(=O)Cc1cc(=O)oc2cc(O)ccc12 | 2.3% | -7.0% | 1.1 | 0.77 | 1586 | 1.0% | 10.9% | -1.1% | 0.1% | -1.6%

New compounds follow.
SMILES | human PMI inhibition | Salmonella PhoP GFP | TNAP activators | Ins promoter up | Ins promoter up cell count | West Nile virus CPE | SV40 large T antigen | RSV antiviral HEp-2 | ER stress rescue | PMI inhibition
COc1ccc(OC)c(-c2cc(C(=O)Nc3cc(C)n(Cc4ccc(Cl)cc4)n3)no2)c1 | 4.7% | 11.1% | 1.2 | -1.92 | 1022 | 1.9% | 1.8% | 0.8% | 2.0% | -1.9%
COc1cccc(C(c2c(O)nc(SC)n(C)c2=O)c2c(O)nc(SC)n(C)c2=O)c1 | 5.0% | 12.0% | 1.1 | 0.28 | 1614 | 0.3% | -3.4% | 0.8% | -1.0% | -1.0%
Cc1ccc(NC(=O)COC(=O)c2nn(C)cc2Cl)cc1 | x | 4.0% | x | x | x | 0.0% | -1.6% | 1.1% | x | x
O=C(N/N=C/c1ccc2c(c1)OCO2)c1sc2cc(Cl)ccc2c1Cl | 2.7% | -21.9% | 1.1 | -0.39 | 1438 | 1.3% | -0.1% | -1.5% | -1.9% | -14.8%
CN1C(=O)CC(N2CCN(c3ccc(Cl)cc3)CC2)C1=O (centres undefined) | 3.3% | 5.1% | 1.2 | 0.14 | 1219 | 0.5% | 5.7% | 2.3% | -2.3% | 0.3%
CCCN1CCN(C(=O)c2cccc3c2C(=O)N(CCOC)C3)CC1 | -4.9% | -1.1% | 1.1 | 0.07 | 1118 | -0.2% | 3.4% | 2.0% | -1.7% | -3.6%
O=C(CSc1cccc[n+]1[O-])N1CCc2ccccc21 | x | 1.6% | x | -0.1 | 1434 | 0.1% | 13.8% | 3.2% | x | x
Cc1ccc2nc(C)c(C(=O)NN=C3CCCCCC3)n2c1 | 3.9% | x | 1.2 | -0.32 | 1414 | -1.1% | x | 3.8% | -0.8% | -2.4%
O=C(Cn1c(=O)[nH]c2ccsc2c1=O)NC1CCCCC1 | -5.3% | 1.7% | 1.1 | -0.55 | 1467 | 0.7% | 2.4% | 1.0% | 0.1% | -6.7%
CSc1ncc(Cl)c(C(=O)Nc2sc3c(c2C(=O)NCc2ccco2)CCCC3)n1 | 0.8% | -15.6% | 1.1 | 0.09 | 1202 | u | 12.8% | x | -0.5% | -0.5%
O=C(NCCO)C1COc2ccccc2O1 (centres undefined) | 1.5% | 1.6% | 1 | 0.84 | 1301 | 0.6% | 5.0% | 4.0% | x | 5.9%
COc1ccc(-c2nc(N3CCC(C)CC3)[nH]c(=O)c2C#N)cc1 | 0.3% | -5.2% | 1.1 | 0.66 | 813 | 1.2% | 12.6% | 1.3% | 0.1% | -3.3%
COCCNC(=O)C(C)Oc1ccccc1 (centres undefined) | -1.2% | -13.3% | 1.1 | 1.18 | 1368 | 1.1% | 1.9% | 1.0% | 0.6% | -2.4%
CCCCc1c(C)nc(Nc2ccc(OC)cc2)[nH]c1=O | 7.1% | -8.9% | 1 | 1.05 | 1385 | -1.1% | 3.7% | 10.4% | 0.3% | 18.0%
CCO[C@H]1OC(C(=O)O)=C[C@@H](c2csc3ccccc23)[C@@H]1CCCO | -10.7% | -7.8% | 1.1 | 2.65 | 1174 | -0.3% | 6.9% | 1.2% | -0.8% | -7.4%
O=C(NCCC1=CCCCC1)c1ccc(Cl)cc1 | 0.3% | 3.1% | 1.1 | -0.22 | 1404 | -0.5% | -4.2% | 1.2% | -2.1% | -4.0%
O=C(COc1ccc(Cl)cc1Br)NC(=O)NCc1ccccc1 | 4.7% | 10.5% | 1.2 | -0.25 | 1574 | -0.6% | -2.0% | 0.6% | -2.0% | 7.6%
CC1(C)OC(=CC=Nc2ccc(Cl)cc2)OC1(C)C | x | 9.3% | x | 0.93 | 902 | -0.3% | 9.5% | -0.7% | x | x
CS(=O)(=O)N(CC(=O)Nc1ccc2c(c1)OCCO2)c1ccc2c(c1)OCO2 | 19.3% | 0.4% | 1.1 | 0.78 | 1348 | 0.8% | 8.5% | 0.9% | -0.5% | 22.2%
C=CCc1c(C)nc(SCc2ccccc2)[nH]c1=O | x | 0.2% | x | x | x | -0.2% | 0.0% | 0.7% | x | x
Cn1cc(CNC(=O)CC2C(=O)NCCN2CC(C)(C)C)cn1 (centres undefined) | 11.3% | 2.2% | 1.1 | -0.86 | 1416 | 0.4% | 7.4% | -1.7% | 0.2% | 16.5%
O=C(COc1ccc(/C=C2/NC(=O)NC2=O)cc1)Nc1ccc(F)cc1 | x | 8.6% | x | x | x | 0.1% | -5.0% | 1.1% | x | x
COc1cc(C(C(=O)NC2CCCC2)N(C(=O)c2snc(C(N)=O)c2N)c2ccccc2)cc(OC)c1OC (centres undefined) | x | 13.3% | x | x | x | -0.6% | -4.0% | 1.7% | x | x
COc1ccc(-c2csc(NC(=O)CN3C(=O)CCC3=O)n2)cc1 | 40.9% | -0.6% | 1.1 | -0.82 | 1609 | -0.3% | 21.8% | 1.5% | -2.3% | -10.3%

A different layout for some results above.
SMILES	human PMI inhibition	Salmonella PhoP GFP	TNAP activators	Ins promoter up	Ins promoter up cell count	West Nile virus CPE	SV40 large T antigen	RSV antiviral HEp-2	ER stress rescue	PMI inhibition
Cc1ccc2nc(C)c(C(=O)NN=C3CCCCCC3)n2c1	3.9%	x	1.2	-0.32	1414	-1.1%	x	3.8%	-0.8%	-2.4%
O=C(Cn1c(=O)[nH]c2ccsc2c1=O)NC1CCCCC1	-5.3%	1.7%	1.1	-0.55	1467	0.7%	2.4%	1.0%	0.1%	-6.7%
CSc1ncc(Cl)c(C(=O)Nc2sc3c(c2C(=O)NCc2ccco2)CCCC3)n1	0.8%	-15.6%	1.1	0.09	1202	u	12.8%	x	-0.5%	-0.5%
O=C(NCCO)C1COc2ccccc2O1 (centres undefined)	1.5%	1.6%	1	0.84	1301	0.6%	5.0%	4.0%	x	5.9%
COc1ccc(-c2nc(N3CCC(C)CC3)[nH]c(=O)c2C#N)cc1	0.3%	-5.2%	1.1	0.66	813	1.2%	12.6%	1.3%	0.1%	-3.3%
COCCNC(=O)C(C)Oc1ccccc1 (centres undefined)	-1.2%	-13.3%	1.1	1.18	1368	1.1%	1.9%	1.0%	0.6%	-2.4%
